CXCR6 inh: CXCR6 (human) receptor inhibition. 360,000 tested, 0.36% active. CHO-K1 PathHunter CXCR6 beta-arrestin, luminescence. O00574. inhibition, % at 20 µM; in the data active means inhibition above about 34%, passing the limit was not always enough;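 further: antagonist mode with CXCL16 agonist at 10 nM final; 0% = 10 nM CXCL16 with DMSO and 100% = unstimulated wells without agonist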
Target sequence (O00574 whole entry, looked up): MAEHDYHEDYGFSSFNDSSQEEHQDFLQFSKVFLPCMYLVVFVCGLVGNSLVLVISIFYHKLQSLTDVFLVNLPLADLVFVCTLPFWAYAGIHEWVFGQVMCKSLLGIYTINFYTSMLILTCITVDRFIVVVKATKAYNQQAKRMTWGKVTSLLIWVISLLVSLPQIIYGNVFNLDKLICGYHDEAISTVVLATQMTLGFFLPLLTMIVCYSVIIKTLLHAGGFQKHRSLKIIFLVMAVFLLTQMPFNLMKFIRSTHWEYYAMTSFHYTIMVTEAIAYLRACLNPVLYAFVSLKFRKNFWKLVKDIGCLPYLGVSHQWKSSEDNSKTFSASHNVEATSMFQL
CCR6 antag: CCR6 (human) receptor antagonism; P51684; CHO-K1 CCR6 PathHunter beta-arrestin, luminescence, CCL20-stimulated; inhibition, % at 20 µM; 340,000 tested, 0.49% active;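 active means compounds whose inhibition of the agonist-driven luminescence signal at 20 µM reaches about 50%, limit read from the data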;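 further: cells stimulated with CCL20 at 14 nM final; plate controls were DMSO with CCL20 for no effect and DMSO without agonist for full effect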
Target sequence (P51684 whole entry, looked up): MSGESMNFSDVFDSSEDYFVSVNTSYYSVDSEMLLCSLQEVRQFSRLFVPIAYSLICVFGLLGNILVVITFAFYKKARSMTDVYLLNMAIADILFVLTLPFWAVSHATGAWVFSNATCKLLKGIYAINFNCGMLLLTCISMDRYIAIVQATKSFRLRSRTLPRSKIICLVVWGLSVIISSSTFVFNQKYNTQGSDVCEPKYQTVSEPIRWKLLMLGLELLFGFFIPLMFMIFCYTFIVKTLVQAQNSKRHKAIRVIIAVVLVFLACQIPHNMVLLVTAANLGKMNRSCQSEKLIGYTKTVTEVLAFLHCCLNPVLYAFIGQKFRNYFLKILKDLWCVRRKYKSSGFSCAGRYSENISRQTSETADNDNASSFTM
Jurkat NFkB inh: inhibitors of the PMA/ionomycin-induced NF-kB reporter in Jurkat cells | PMA/ionomycin-induced NF-kB luciferase reporter, luminescence | inhibition, % at 4 µM | 330,000 tested, 0.53% active | AID 435003; in the data active means inhibition above about 50%
EBI2 block: EBI2 (human) antagonism; P32249; EBI2 beta-arrestin recruitment, luminescence, 7a,25-OHC stimulated; inhibition, % at 5 µM; 360,000 tested, 0.81% active; AID 651636; in the data active means inhibition above about 38%;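 further: enzyme fragment complementation signal reports receptor beta-arrestin coupling in cells; 0% = agonist plus DMSO wells and 100% = wells without agonist; some results beyond the cut were filed as inactive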
Target sequence (P32249 whole entry, looked up, the tested form may be a part): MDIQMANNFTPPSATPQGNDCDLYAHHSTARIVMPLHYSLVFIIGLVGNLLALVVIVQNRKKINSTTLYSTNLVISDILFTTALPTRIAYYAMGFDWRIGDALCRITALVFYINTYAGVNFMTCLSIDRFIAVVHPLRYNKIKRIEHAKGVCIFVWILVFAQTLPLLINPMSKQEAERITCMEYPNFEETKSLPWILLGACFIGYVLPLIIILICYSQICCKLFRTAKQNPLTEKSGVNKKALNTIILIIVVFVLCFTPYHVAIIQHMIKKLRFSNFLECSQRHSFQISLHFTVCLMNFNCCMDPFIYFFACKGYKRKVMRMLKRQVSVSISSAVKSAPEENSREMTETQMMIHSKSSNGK
697 NFkB inh: lowers PMA/ionomycin-induced NF-kB signal in 697 B cells. 697 B-cell NF-kB luciferase reporter, 16 h. inhibition, % at 4 µM. 330,000 tested, 0.33% active. AID 435022; in the data active means inhibition above about 35%
UPR CHOP act: activators of apoptotic arm of unfolded protein response (CHOP). CHO-CHOP luciferase reporter, UPR activation, luminescence; percent of tunicamycin response over DMSO baseline. activation, % at 10 µM. 330,000 tested, 0.34% active. AID 449763;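 active means at 10 µM dose, activation of 40% or more, normalized to positive control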;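 further: 100% = tunicamycin at 10 µg/mL and 0% = DMSO alone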
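System: CHO-CHOP luciferase reporter cell line; amount: 500 cells/well; buffer or medium: F12 medium containing 10% fetal bovine serum; incubation: 6 h compound exposure at 37 °C after overnight seeding; measured by: luciferase luminescence after 10 min with Steady-Glo reagent; evaluation: % reporter activation, DMSO baseline versus tunicamycin full activation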
Mdm2-MdmX inh: inhibitors of human Mdm2/MdmX interaction. O15151+Q00987. SaOS-2 split-luciferase Mdm2/MdmX complementation, luminescence. inhibition, % at 8 µM. 330,000 tested, 3% active;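 active means inhibition of at least 50% at 8 µM in the primary screen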
Gli-Sufu antag: Gli-Sufu pathway antagonism; Sufu-KO-LIGHT fibroblasts, Gli luciferase reporter luminescence; 340,000 tested, 0.74% active; inhibition, % at 5 µM;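 active means inhibition above about 55%, limit read from the data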;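 further: 0% = DMSO-treated cells and 100% = wells with medium but no cells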
XBP1 UPR activ: activators of adaptive arm of unfolded protein response (XBP1); CHO-XBP1 luciferase reporter, IRE1-XBP1 UPR activation, luminescence; percent of tunicamycin response, DMSO as zero; activation, % at 20 µM; 330,000 tested, 0.33% active; AID 463104;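 active means versus positive control, 20 µM dose yields 30% or more activation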;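 further: 100% = tunicamycin at 10 µg/mL and 0% = DMSO only wells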
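Material: CHO cell line with stable XBP1 luciferase reporter; buffer or medium: F12 medium containing 10% fetal bovine serum; compound: single point, 20 µM final compound, 1% DMSO; incubation: 6 h treatment, 37 °C; measured by: glow luminescence from Steady-Glo reagent; evaluation: activation, % of tunicamycin; control set: tunicamycin high, DMSO low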
* hit, by the source's call; nt = no result given.

no. | structure | CXCR6 inh | CCR6 antag | Jurkat NFkB inh | EBI2 block | 697 NFkB inh | UPR CHOP act | Mdm2-MdmX inh | Gli-Sufu antag | XBP1 UPR activ
1 | CCN(CC)CCCOC(=O)C1(c2ccccc2)CCCC1 | 2 | -5 | -4 | -8 | -14 | -0.2 | -9 | 5 | -8
2 | O=C(N/C(=C\c1ccc2c(c1)OCO2)C(=O)N1CCOCC1)c1cccs1 | 2 | 3 | 20 | -8 | 19 | 0.2 | -15 | 3 | -2
3 | COc1ccc(C(=O)N/C(=C\c2cn(C)c3ccccc23)C(=O)NCCCn2ccnc2)cc1 | -5 | -8 | 10 | -10 | 2 | -1.3 | 12 | -8 | -3
4 | CCS(=O)(=O)c1nc(S(=O)(=O)c2ccc(C)cc2)c(N2CCCC2)s1 | 8 | 17 | -3 | 2 | -10 | 0.2 | 18 | 38 | -5
5 | c1ccc(CCNCc2ccco2)nc1 | -4 | 4 | nt | -3 | nt | nt | nt | 2 | nt
6 | O=C(COC(=O)C1COc2ccccc2O1)Nc1ccc(Cl)cc1 (stereo unspecified) | 1 | 5 | 11 | 0 | 15 | 2.6 | -6 | 2 | 0
7 | O=c1ccc(-c2ccc(S(=O)(=O)Nc3ccc(F)cc3)o2)n[nH]1 | 0 | -3 | 0 | -4 | -5 | -1.7 | -4 | -9 | 1
8 | CC1CCN(CCCCOc2ccccc2-c2ccccc2)CC1 | -6 | 17 | 8 | 4 | -11 | 2.5 | 18 | 6 | -1
9 | CCOC(=O)C1CCCN(C(=O)c2c(-c3ccccc3Cl)noc2C)C1 (stereo unspecified) | -18 | 3 | 11 | 2 | 7 | 2.5 | 15 | -1 | 1
10 | COc1ccc2nc(NC(=O)CSc3nnc4n3C(C)(C)Cc3ccccc3-4)sc2c1 | 4 | -2 | -5 | 17 | -20 | -0.4 | 15 | 2 | 1
11 | c1ccc(CCn2nnnc2C(c2cccnc2)N2CCN(c3ccccc3)CC2)cc1 (stereo unspecified) | 9 | 11 | -10 | -10 | -7 | -2.3 | 4 | 5 | 0
12 | CC(=O)c1ccc(OCCCC(=O)Nc2cc(S(=O)(=O)N3CCCCC3)ccc2C)cc1 | -5 | 10 | 15 | -2 | 9 | -0.7 | 0 | 3 | -4
13 | COc1ccc(C)cc1NC(=O)n1ncc2cc(Cl)ccc21 | -2 | -4 | -32 | 4 | -9 | 0.4 | 15 | -6 | 2
14 | CCCCCCCNC(=O)C1(CC2CC(c3ccc(Cl)cc3)=NO2)CCN(C(=O)C2CCCC2)CC1 (stereo unspecified) | 17 | 9 | 11 | 13 | 1 | 1.5 | 33 | 9 | -5
15 | O=C(Nn1cnc2ccccc2c1=O)C1CCCCC1 | -2 | 0 | 6 | -3 | -7 | -0.9 | -13 | 4 | -1
16 | O=C(CCNS(=O)(=O)c1cccc2nsnc12)NCc1ccc(F)cc1 | -1 | 1 | 8 | 7 | 8 | 0.3 | -4 | -2 | -3
17 | CCN(CC)CCn1c(=N)n(CC(O)c2ccc(OC)c(OC)c2)c2ccccc21 (stereo unspecified) | 4 | 4 | -10 | -6 | -26 | -0.1 | -14 | 14 | 0
18 | Cc1ccc(-n2nnnc2SCC(=O)c2c(N)n(C3CC3)c(=O)[nH]c2=O)c(C)c1 | 6 | 18 | 9 | -18 | 4 | 0.7 | 10 | -6 | -2
19 | O=C1Nc2ccccc2C(=O)N2[C@H](c3ccc(F)cc3)[C@@H]3C(=O)N(Cc4ccccc4)C(=O)[C@@H]3[C@H]12 | -8 | 6 | 6 | -6 | -5 | 0.7 | -8 | 6 | 1
20 | O=C1CSC(=Nc2ccccc2Cl)N1 | 8 | -8 | 1 | -9 | 10 | 4.4 | -12 | -22 | -3
21 | COc1ccc(NC(=S)NCc2cccs2)cc1OC | 7 | 1 | -20 | -8 | -23 | 0.0 | 18 | 5 | 3
22 | CCCCNC(=O)C1C2C=CC(C2)C1C(=O)O (stereo unspecified) | 4 | -4 | -11 | -7 | -24 | 0.5 | -3 | 2 | 0
23 | CCN(CC)CCNC(=O)c1cn(CCOC)c(=O)c2c1c1ccccc1n2C | 5 | 11 | -8 | 4 | -11 | 0.1 | -14 | 0 | 2
24 | CCOC(=O)C1=C(C)N(C[C@@H]2CC[C@@H](Cc3ccc4cc(OC)ccc4c3)O2)C(=O)NC1c1ccccc1 (stereo partly specified) | 10 | 29 | nt | 13 | 4 | 2.7 | 33 | -12 | 1
25 | CCOc1ccc(Cn2nnc(C(=O)NCCc3ccc(Cl)cc3)c2N)cc1 | -3 | 1 | -3 | -7 | 1 | -0.7 | 13 | 19 | -3
26 | O=c1cc(Nc2ccc3c(c2)OCO3)[nH]c(=O)n1-c1ccc(Br)cc1 | -6 | 7 | 7 | -3 | -27 | 2.3 | 10 | -8 | -2
27 | Cc1cnc(NC(=O)C2CC(=O)N(c3cccc(Cl)c3)C2)s1 (stereo unspecified) | 5 | 11 | 75* | -2 | 0 | -4.2 | 93* | -199 | -10
28 | O=C(CN1CCCCC1)NC(=O)NC1CCCC1 | 7 | -8 | -16 | -6 | -18 | 0.0 | 20 | -1 | -2
29 | CCOC(=O)COc1nc2c(c(-c3ccco3)c1C#N)CCc1ccccc1-2 | 9 | 11 | 8 | -1 | -5 | 0.1 | -6 | -1 | -2
30 | CCOc1cc(NC(=O)c2ccco2)c(OCC)cc1NC(=O)Cc1ccc(OC)c(OC)c1 | -1 | -1 | 3 | 0 | -10 | -1.8 | 34 | 5 | 3
31 | CC(C)c1ccc(C2/C(=C(\O)c3ccc4c(c3)OCCO4)C(=O)C(=O)N2CCN2CCOCC2)cc1 (stereo unspecified) | -2 | 13 | -3 | -7 | 4 | -0.3 | 11 | -34 | -5
32 | C=C1CN(Cc2ccccc2)S(=O)(=O)c2ccccc21 | 7 | 18 | -10 | 1 | 11 | -0.5 | 22 | -4 | 4
33 | O=C(NC1CCCC1)c1csc2c1CCCC2 | 4 | -1 | 14 | -1 | 22 | 0.7 | 5 | -13 | -1
34 | COC(=O)c1c(C)nc2ccccc2c1-c1ccccc1 | 0 | -5 | 0 | -4 | -4 | 0.7 | 2 | -28 | 2
35 | CCOC(=O)N1CCN(C(=O)CSc2ccc3nnc(-c4cccnc4)n3n2)CC1 | 2 | 0 | -4 | -8 | 1 | 4.1 | 11 | -18 | 0
36 | CCc1ccc(NC(=O)c2onc(C)c2Cl)cc1 | 2 | 14 | -125 | -4 | -118 | 2.7 | -90 | 8 | 3
37 | COc1ccccc1C(O)c1nccn1C (stereo unspecified) | -5 | -2 | 9 | 7 | -3 | -0.1 | -4 | -10 | 1
38 | Cc1cc(C)nc(Nc2ccc(O)cc2)n1 | -13 | 2 | -6 | -13 | -20 | 2.1 | -20 | 2 | -1
39 | Cc1ccc2c(cnn2C(=O)CCC(=O)NC2CCCCC2)c1 | -1 | 9 | 2 | -4 | 15 | -0.8 | 10 | -2 | -2
40 | CC(/C=C/C=C/c1ccccc1)=N/NC(=O)CNc1ccccc1C | 0 | 8 | -19 | 8 | 8 | 0.0 | 43 | -5 | -1
41 | COCCNC(=S)N/N=C(\C)c1ccc(Cl)c(Cl)c1Cl | 27 | 38 | -7 | 13 | -2 | 19 | 22 | 20 | -1
42 | O=c1cc(-c2ccc(O)c(O)c2)oc2cc(O[C@@H]3O[C@H](CO)[C@@H](O)[C@H](O)[C@H]3O)cc(O)c12 | 3 | 30 | -16 | -3 | -17 | 1.1 | 19 | 4 | 1
43 | O=C(CCCN1C(=O)/C(=C/c2cccc(Br)c2)SC1=S)N1CCOCC1 | 1 | 1 | 13 | -3 | 11 | 1.9 | 61* | 0 | -2
44 | O=C(O)CSc1c2c(nc3cc(C(=O)Nc4ccc(F)c(Cl)c4)ccc13)CCCC2 | 3 | 7 | 3 | -4 | -11 | 1.7 | 27 | 6 | -4
45 | Cc1ccc(S(=O)(=O)N2CCCCC2)cc1NC(=O)Cn1c(=O)cnc2ccccc21 | 8 | 8 | 4 | 9 | 10 | -1.0 | 28 | 13 | 0
46 | N#Cc1cc(Cl)c(NCC2CCCO2)cc1C#N (stereo unspecified) | 6 | 17 | -15 | -3 | -38 | 0.4 | 8 | -17 | 1
47 | O=C(Nc1nc(-c2cccc([N+](=O)[O-])c2)cs1)c1cccc([N+](=O)[O-])c1C(=O)O | 7 | 15 | 10 | 8 | 12 | 0.8 | -12 | 9 | 1
48 | CC(=O)Nc1cc(C(=O)OCC(=O)c2ccc(C)cc2)ccc1C | 26 | -19 | -41 | 1 | -12 | 1.4 | -21 | -35 | 2
49 | CC(C)/C=C1\CC/C(=C\c2ccc(N(C)C)cc2)C1=O | 3 | 10 | -63 | 17 | -81 | 3.3 | -134 | 2 | 2
50 | COc1ccccc1C(CCN(Cc1ccccc1)C(C)=O)c1ccco1 (stereo unspecified) | 15 | 19 | 6 | 12 | 5 | -1.0 | 42 | -26 | -2

Ten of these compounds in another layout:
34. COC(=O)c1c(C)nc2ccccc2c1-c1ccccc1
35. CCOC(=O)N1CCN(C(=O)CSc2ccc3nnc(-c4cccnc4)n3n2)CC1
36. CCc1ccc(NC(=O)c2onc(C)c2Cl)cc1
37. COc1ccccc1C(O)c1nccn1C (stereo unspecified)
38. Cc1cc(C)nc(Nc2ccc(O)cc2)n1
39. Cc1ccc2c(cnn2C(=O)CCC(=O)NC2CCCCC2)c1
40. CC(/C=C/C=C/c1ccccc1)=N/NC(=O)CNc1ccccc1C
41. COCCNC(=S)N/N=C(\C)c1ccc(Cl)c(Cl)c1Cl
42. O=c1cc(-c2ccc(O)c(O)c2)oc2cc(O[C@@H]3O[C@H](CO)[C@@H](O)[C@H](O)[C@H]3O)cc(O)c12
43. O=C(CCCN1C(=O)/C(=C/c2cccc(Br)c2)SC1=S)N1CCOCC1

assay / entry	34	35	36	37	38	39	40	41	42	43
CXCR6 inh	0	2	2	-5	-13	-1	0	27	3	1
CCR6 antag	-5	0	14	-2	2	9	8	38	30	1
Jurkat NFkB inh	0	-4	-125	9	-6	2	-19	-7	-16	13
EBI2 block	-4	-8	-4	7	-13	-4	8	13	-3	-3
697 NFkB inh	-4	1	-118	-3	-20	15	8	-2	-17	11
UPR CHOP act	0.7	4.1	2.7	-0.1	2.1	-0.8	0.0	19	1.1	1.9
Mdm2-MdmX inh	2	11	-90	-4	-20	10	43	22	19	61*
Gli-Sufu antag	-28	-18	8	-10	2	-2	-5	20	4	0
XBP1 UPR activ	2	0	3	1	-1	-2	-1	-1	1	-2

Continuation:
no. | structure | CXCR6 inh | CCR6 antag | Jurkat NFkB inh | EBI2 block | 697 NFkB inh | UPR CHOP act | Mdm2-MdmX inh | Gli-Sufu antag | XBP1 UPR activ
51 | COc1ccc(N2CCN(C(=O)CSc3nnnn3C3CC3)CC2)cc1 | 0 | 6 | -1 | -7 | 25 | 0.3 | 10 | 7 | -2
52 | CC(C)C(=O)NCCc1nc(-c2ccccc2Cl)no1 | -6 | 3 | -4 | 5 | 1 | -1.2 | -4 | 8 | 1
53 | COC(=O)Cc1ccc(OC(=O)c2cccc(S(=O)(=O)N3CCN(C)CC3)c2)cc1 | -10 | 9 | 16 | -4 | 10 | 0.3 | 5 | 3 | -4
54 | O=C(NCCCn1ccnc1)/C(=C\c1cccnc1)NC(=O)c1ccco1 | -5 | 11 | 0 | 1 | 10 | -0.3 | -18 | -3 | 0
55 | CCCc1nc(SCC(=O)Nc2nnc(CC)s2)c2c(C)c(C)sc2n1 | -2 | 10 | 6 | -3 | 1 | -0.7 | 38 | 15 | -3
56 | CCOc1ccccc1Nc1nnc(SCC(=O)Nc2cc(C)on2)s1 | 0 | 5 | 12 | 4 | 16 | 1.7 | 11 | 2 | 0

Source: PubChem (Sanford-Burnham Center for Chemical Genomics)
